High-throughput results as filed in PubChem BioAssay.
RAD52 anneal inh = RAD52 (human) annealing inhibition; P43351; recombinant RAD52 DNA annealing, FRET fluorescence; inhibition, % at 18.7 µM; hit rate 0.46% among 360,000; AID 651710;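 active = every replicate showing at least 50% inhibition; inconclusive = mean inhibition at least 50% but not in every replicate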
esBAF inh = blocks esBAF chromatin remodeling in mouse ES cells; AID 602393; reporter increase, % at 12.5 µM; Bmi1-luciferase knock-in reporter, 24 h; 100% = twice the neutral-well signal; hit rate 2% among 350,000; in the data active = activation above about 40%; inconclusive = no clear call, values can overlap the other calls;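 note: 0% = median of the plate's neutral control wells and 100% = double that signal; a rise in the Bmi1 reporter signal indicates esBAF inhibition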
CFTR F508del cor = correctors of CFTR F508del function in bronchial epithelial cells | CFBE cells, YFP halide quenching; stimulated with forskolin plus potentiator P3; % fluorescence drop versus neutral controls | activity (quench increase), % at 7.58 µM | hit rate 0.36% among 350,000;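 active = mean added fluorescence quench of at least 8% versus neutral control, with both replicates also reaching 8%; inconclusive = only one of the mean or replicate conditions met; inactive = mean below 8% and not both replicates reaching 8%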;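 note: cells transiently co-express mutant CFTR-F508del with the halide-sensitive YFP; corrector assay measuring rescue of mutant channel to the surface after 24 h compound exposure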
ERAP1 HTS inh = ERAP1 (human) enzyme inhibition; Q9NZ08; recombinant ERAP1, Leu-AMC fluorescence, 60 min; inhibition, % at 10.7 µM; hit rate 0.15% among 340,000; AID 652197;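 active = mean replicate inhibition of at least 30%, or all replicates individually reaching that 30% level; inactive = mean below 30% and not every replicate reaching it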;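 note: 0% = neutral control wells and 100% = L-leucinethiol positive control wells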
ARNT TACC3 PPI = disruptors of human ARNT/TACC3 interaction; AlphaScreen His-ARNT PAS-B/GST-TACC3 binding, luminescence; TACC3 fragment carries E629A point mutation; hit rate 0.66% among 390,000; inhibition, % at 9.99 µM; Q9Y6A5;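 active = mean inhibition of replicates at least 50% and at least half of replicates each reaching 50%; inconclusive = half or more replicates reach 50% but mean below 50%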;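 note: 0% = complete ARNT plus TACC3 wells and 100% = ARNT alone without TACC3; many hits fall short of the cut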
XiGFP reactiv = reactivates the inactive X chromosome in mouse fibroblasts. XiGFP mouse fibroblasts, % GFP-positive cells imaging, 3 d; cells co-treated with 5-aza-dC sensitizer; scaled so ellipticine positive control = 100%. activation, % at 7.58 µM. hit rate 0.055% among 360,000;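 active = mean normalized replicate activation at least 10% and every replicate at or above 10%; inconclusive = only one of the two criteria met; inactive = mean below 10% and not all replicates reach 10%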;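 note: 0% = median of on-plate neutral control wells and 100% = ellipticine 6 µM median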
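Material: XiGFP fibroblasts, SV40-immortalized; Buffer or medium: DMEM containing 5-aza-dC; Compound dosing: single point; Times: 3 days compound exposure.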
RAD54 inh = blocks human RAD54 Holliday junction branch migration | hit rate 0.14% among 360,000 | AID 602329 | FAM/BHQ fluorescence | inhibition, % at 10.4 µM | Q92698;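 active = mean normalized replicate activity at least 40 and at least half of replicates scoring 40 or more; inconclusive = only one of the two criteria met; inactive = mean below 40 and under half of replicates reaching 40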;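 note: 0% = median of neutral control wells and 100% = median of positive control wells; inhibitors cause a drop in the FAM fluorescence signal; in these data hits start at about 50%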
Target sequence (Q92698 whole entry, looked up): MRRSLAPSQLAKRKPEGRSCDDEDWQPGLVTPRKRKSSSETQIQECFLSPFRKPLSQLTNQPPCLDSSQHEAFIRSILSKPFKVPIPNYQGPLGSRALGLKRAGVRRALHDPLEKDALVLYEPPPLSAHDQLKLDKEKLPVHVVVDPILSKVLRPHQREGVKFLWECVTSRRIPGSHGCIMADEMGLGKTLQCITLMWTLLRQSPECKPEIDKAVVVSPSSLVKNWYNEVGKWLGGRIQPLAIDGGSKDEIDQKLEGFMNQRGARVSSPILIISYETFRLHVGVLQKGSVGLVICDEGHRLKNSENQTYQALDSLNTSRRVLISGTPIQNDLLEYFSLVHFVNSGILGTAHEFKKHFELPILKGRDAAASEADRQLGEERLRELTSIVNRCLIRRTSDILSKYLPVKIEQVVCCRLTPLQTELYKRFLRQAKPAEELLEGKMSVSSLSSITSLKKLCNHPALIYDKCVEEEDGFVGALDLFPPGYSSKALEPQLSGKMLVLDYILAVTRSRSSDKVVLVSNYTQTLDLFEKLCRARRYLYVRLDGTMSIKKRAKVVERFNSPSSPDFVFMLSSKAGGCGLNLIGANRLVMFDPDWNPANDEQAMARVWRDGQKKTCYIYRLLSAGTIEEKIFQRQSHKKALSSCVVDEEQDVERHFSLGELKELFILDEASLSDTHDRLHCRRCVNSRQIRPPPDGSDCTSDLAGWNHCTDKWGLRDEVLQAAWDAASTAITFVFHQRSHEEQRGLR
INS-1E GSIS act = GLuc luminescence reporter in INS-1E cells, primary screen for activators of glucose-dependent secretion of insulin | hit rate 0.61% among 370,000 | activation, % at 16.6 µM | INS-1E GLuc reporter insulin secretion, 2-3 h;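 active = lowest replicate activation of at least 40%, so every replicate reaches that level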;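 note: 0% = median of neutral control wells and 100% = median of IBMX positive control wells; some compounds called inactive have numbers as strong as hits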
* marks the source's active call; other numbers are inactive results; u = inconclusive; x = not tested or not shown.

Results follow in this order: XiGFP reactiv | INS-1E GSIS act | ERAP1 HTS inh | ARNT TACC3 PPI | CFTR F508del cor | RAD52 anneal inh | esBAF inh | RAD54 inh
- CN1C(=O)c2cc(NC(=O)c3ccc(F)c(F)c3)ccc2OC[C@@H]2O[C@H](CC(=O)N3CCOCC3)CC[C@@H]21
→ 0.3 | -10 | x | 2 | 1.3 | 11 | -1 | 0
- COc1ccc(CN(C)C[C@H]2OCCCC[C@@H](C)Oc3ccc(N(C)C)cc3C(=O)N([C@H](C)CO)C[C@@H]2C)cc1
→ -1.2 | 13 | -2 | 0 | 0.0 | 12 | -1 | -5
- COc1cccc(C(O)c2nc(-c3cccc(C(C)C)c3)cs2)c1 (stereo not given)
→ -0.1 | -21 | 0 | x | -2.9 | -15 | -2 | 5
- COc1ccccc1-n1nnnc1SCC(=O)NCC1(N2CCOCC2)CCCCC1
→ 0.6 | 16 | 2 | 22 | 2.4 | -17 | 0 | -1
- COc1ccc(CC(N)c2csc(Nc3ccc(C(=O)c4ccccc4)cc3)n2)cc1 (stereo not given)
→ -0.1 | x | -6 | x | -1.2 | -90 | -10 | -4
- Cc1ccc(S(=O)(=O)Nc2ccc3c(c2)CC(=O)N([C@H](C)CO)C[C@@H](C)[C@H](CN(C)Cc2ccc4c(c2)OCO4)O3)cc1
→ -1.0 | -31 | -1 | 10 | -2.6 | 17 | 1 | 4
- CCCCn1c(SCc2cccc([N+](=O)[O-])c2)nc2ccsc2c1=O
→ 0.3 | 1 | 0 | x | 2.6 | -4 | x | x
- C[C@H](CO)N1C[C@H](C)[C@H](CN(C)C(=O)Nc2ccccc2C(F)(F)F)OCc2cn(nn2)CCCC1=O
→ 0.2 | 19 | x | x | 4.3 | x | -5 | x
- Cc1noc(C)c1NC(=O)Nc1ccc2c(c1)C(=O)N([C@@H](C)CO)C[C@@H](C)[C@H](CN(C)CC1CCCCC1)O2
→ -0.6 | 40 | 0 | -5 | 2.5 | 7 | 0 | -8
- CC1=C(C(=O)OCc2ccccc2)C(c2ccc([N+](=O)[O-])cc2)NC(=O)N1 (stereo not given)
→ 0.0 | -43 | 1 | -2 | 0.7 | 2 | 2 | -1
- O=C1CN(S(=O)(=O)Cc2ccccc2)C[C@@H]2[C@H](c3ccc(C#Cc4cccc(F)c4)cc3)[C@H](CO)N12
→ 0.2 | -1 | 1 | x | 6.9 | 0 | x | x
- CCC(OC(C)=O)c1cc2c(cc1[N+](=O)[O-])OCCO2 (stereo not given)
→ 0.0 | 4 | -1 | -1 | 2.3 | -15 | -6 | x
- Cc1ccccc1-c1ccc([C@H]2[C@H](CO)N3C(=O)CN(C(=O)Cc4ccccn4)C[C@@H]23)cc1
→ 0.4 | 10 | 0 | x | -4.5 | 13 | x | x
- CCCc1nc2ccc([N+](=O)[O-])cc2[nH]1
→ 0.0 | 4 | -1 | -6 | x | -8 | x | x
- O=C(Nc1cccc(S(=O)(=O)NC2=NCCC2)c1)C1CC(=O)N(c2ccc3c(c2)OCCO3)C1 (stereo not given)
→ u | 0 | 0 | -6 | 0.3 | 3 | -21 | -3
- CCCCn1c(N)c(N(CCOC)C(=O)c2oc3ccc(OCC)cc3c2C)c(=O)[nH]c1=O
→ 0.3 | 1 | 0 | 15 | -0.2 | -7 | 7 | 14
- CSc1nc(N)nc(SCC(=O)C23CC4CC(CC(C4)C2)C3)c1C#N
→ x | -11 | x | 3 | x | x | 1 | 0
- Cc1c(N=Cc2ccc(Cl)o2)c(=O)n(-c2ccccc2)n1C
→ x | -3 | 2 | -12 | -0.9 | -32 | x | x
- CCc1cccc(C)c1NC(=O)c1cccnc1
→ 0.0 | 6 | 2 | 1 | -1.8 | -21 | -7 | -4
- COc1ccc(-c2nc(C#N)c(N3CCC(C)CC3)o2)cc1
→ 0.3 | -6 | -1 | 6 | -1.9 | -11 | 2 | 1
- CCCCN(CC)CCNC(=O)c1cn(-c2ccc(Cl)cc2)c(=O)c2ccccc12
→ 0.0 | -5 | -4 | -2 | -2.0 | -16 | -5 | 1
- CC(C)NC(=O)N(C)C[C@H]1Oc2c(NC(=O)Nc3cccc4ccccc34)cccc2C(=O)N([C@@H](C)CO)C[C@@H]1C
→ -1.0 | -7 | -2 | 2 | 2.2 | 15 | -3 | -6
- Clc1ccc(-c2noc(CSc3nnc(Cc4cccs4)n3-c3ccccc3)n2)cc1
→ 0.1 | -12 | -3 | 3 | -0.3 | -35 | 2 | -6
- Fc1ccc(-n2nnnc2-c2ccccc2Cl)cc1
→ 0.0 | 23 | 2 | -7 | 0.9 | 0 | x | x
- COCC(=O)Nc1ccc2c(c1)C(=O)N(C)[C@@H]1CC[C@H](CC(=O)NC3Cc4ccccc4C3)O[C@H]1CO2
→ 0.1 | 4 | 1 | -2 | 0.1 | -2 | -3 | -11
- CC1CCCCC1NC(=O)COc1ccccc1C#N (stereo not given)
→ 0.0 | 7 | -1 | x | -0.1 | -9 | 53* | 3
- O=C(C[C@H]1CC[C@H]2[C@@H](COC[C@@H](O)CN2Cc2cc(F)cc(F)c2)O1)NC1CCC1
→ 0.1 | 1 | 2 | -6 | 0.0 | 5 | -1 | 7
- CS(=O)(=O)N1CC(=O)N2[C@H](CO)[C@@H](c3ccc(C#Cc4ccccc4)cc3)[C@@H]2C1
→ 0.3 | -8 | -3 | x | 2.9 | -18 | x | x
- O=C(COC(=O)c1ccc(OC(F)F)cc1)NCCNC(=O)COC(=O)c1ccc(OC(F)F)cc1
→ 0.0 | 5 | 8 | x | -2.4 | -8 | -7 | -4
- O=C(O)C[C@@H]1C[C@H]2c3cc(NC(=O)C4CCOCC4)ccc3O[C@H]2[C@@H](CO)O1
→ -0.1 | 14 | -1 | x | 0.7 | -19 | x | x
- COc1cccc(C#Cc2cnc3c(c2)C(=O)N([C@H](C)CO)C[C@H](C)[C@H](CN(C)C)O3)c1
→ 0.1 | 7 | 3 | 6 | -2.7 | 40 | 0 | 10
- CCOC(=O)c1cnc2c(Cl)cc(Cl)cc2c1NCCOCCO
→ x | 5 | x | 2 | x | x | -7 | -3
- O=S1(=O)CC(O)C(N(CCO)C(=S)Nc2ccccc2)C1 (stereo not given)
→ 0.0 | -3 | 3 | -2 | 0.0 | -3 | -2 | -3
- COCCNC(=O)C[C@H]1C[C@@H]2c3cc(NS(C)(=O)=O)ccc3O[C@@H]2[C@H](CO)O1
→ -0.1 | 5 | -2 | 4 | 0.8 | -13 | -2 | -10
- CCc1cc(SC#N)cc(C)c1NC(=O)CCl
→ 2.7 | x | 4 | 30 | x | 5 | x | x
- C[C@@H]1CN([C@H](C)CO)C(=O)c2cccc(NC(=O)C3CC3)c2O[C@@H]1CN(C)Cc1ccc(Cl)c(Cl)c1
→ 0.0 | -6 | 3 | -1 | 1.6 | -6 | -2 | -5
- CCOC(=O)C1=C(C)N(C)C(=S)NC1c1ccc(Cl)cc1Cl (stereo not given)
→ -0.1 | 13 | 3 | 12 | x | -10 | -4 | x
- O=C(O)C[C@@H]1C[C@@H]2c3cc(NC(=O)CC4CC4)ccc3O[C@@H]2[C@@H](CO)O1
→ 0.1 | 4 | 0 | -37 | 0.0 | 30 | 0 | -23
- Cc1ccc(NN=C2C(=O)OC(C)(C)OC2=O)c(C)c1
→ 0.2 | x | 4 | 14 | x | 1 | x | -4
- O=C(Nc1ccc(F)cc1)N1CC(=O)N2[C@H](CO)[C@@H](c3ccc(-c4ccc(F)cc4)cc3)[C@H]2C1
→ 0.2 | -33 | -1 | x | 1.1 | -1 | x | x

As a short view, some entries already given.
Results follow in this order: XiGFP reactiv | INS-1E GSIS act | ERAP1 HTS inh | ARNT TACC3 PPI | CFTR F508del cor | RAD52 anneal inh | esBAF inh | RAD54 inh
- CCc1cc(SC#N)cc(C)c1NC(=O)CCl
→ 2.7 | x | 4 | 30 | x | 5 | x | x
- C[C@@H]1CN([C@H](C)CO)C(=O)c2cccc(NC(=O)C3CC3)c2O[C@@H]1CN(C)Cc1ccc(Cl)c(Cl)c1
→ 0.0 | -6 | 3 | -1 | 1.6 | -6 | -2 | -5
- CCOC(=O)C1=C(C)N(C)C(=S)NC1c1ccc(Cl)cc1Cl (stereo not given)
→ -0.1 | 13 | 3 | 12 | x | -10 | -4 | x
- O=C(O)C[C@@H]1C[C@@H]2c3cc(NC(=O)CC4CC4)ccc3O[C@@H]2[C@@H](CO)O1
→ 0.1 | 4 | 0 | -37 | 0.0 | 30 | 0 | -23
- Cc1ccc(NN=C2C(=O)OC(C)(C)OC2=O)c(C)c1
→ 0.2 | x | 4 | 14 | x | 1 | x | -4
- O=C(Nc1ccc(F)cc1)N1CC(=O)N2[C@H](CO)[C@@H](c3ccc(-c4ccc(F)cc4)cc3)[C@H]2C1
→ 0.2 | -33 | -1 | x | 1.1 | -1 | x | x

Going on with the list:
Results follow in this order: XiGFP reactiv | INS-1E GSIS act | ERAP1 HTS inh | ARNT TACC3 PPI | CFTR F508del cor | RAD52 anneal inh | esBAF inh | RAD54 inh
- O=C(NC1CCCCC1)N1CC(=O)N2[C@H](CO)[C@@H](c3ccc(-c4cccc(F)c4)cc3)[C@H]2C1
→ 0.3 | -38 | -4 | x | -1.0 | 13 | x | x
- CCOC(=O)CC(=O)CSc1ccc2nnc(-c3ccccc3)n2n1
→ x | 9 | 1 | 9 | -2.0 | 6 | 1 | 1
- COc1ccc(-c2noc(C3CCCN(C(=O)c4ccccc4C)C3)n2)cc1 (stereo not given)
→ 0.0 | -18 | -1 | -1 | -2.0 | -23 | 21 | 1
- CCCN1CCN(CCCNC(=O)c2ccc(CS(=O)c3ccc(OC)cc3)o2)CC1 (stereo not given)
→ 0.1 | 18 | -2 | 3 | -4.5 | -3 | -4 | -9
- CCCC(=O)Nc1ccc2c(c1)OC[C@H](C)N(C(=O)c1cnccn1)C[C@@H](C)[C@@H](OC)CN(C)C2=O
→ 0.4 | 8 | -2 | 5 | 3.0 | 0 | -1 | -2
- Cc1ccc(NC(=O)Nc2cccnc2)cc1
→ 0.2 | -28 | -10 | -3 | 1.8 | -2 | 37 | 6
- Cc1ccccc1C(=O)NC(CC(C)C)C(=O)Nc1cccc(S(=O)(=O)N(C)C)c1 (stereo not given)
→ 0.1 | -3 | -2 | -4 | 1.9 | 0 | x | x
- COc1ccc(-c2ccc3c(c2)O[C@@H](CN(C)C(=O)Nc2ccccc2F)[C@@H](C)CN([C@H](C)CO)S3(=O)=O)cc1
→ -1.0 | -25 | 0 | 10 | -0.6 | 15 | -3 | -5
- O=C1OC(Nc2ncccn2)c2ccccc21 (stereo not given)
→ x | 8 | x | -12 | x | x | -3 | 0
- Cc1ccc(S(=O)(=O)N2CCN(C(=O)COC(=O)/C=C/c3ccc(C(F)(F)F)cc3)CC2)c(C)c1
→ 0.5 | 25 | -1 | -3 | -0.6 | 0 | 4 | -12
- COC(=O)C1=Cc2cc(OC)cc([N+](=O)[O-])c2OC1N1CCOCC1 (stereo not given)
→ 0.0 | -10 | 0 | -5 | 1.0 | -9 | 5 | 4
- COc1ccc(CC(=O)OCC(=O)NCc2ccco2)cc1OC
→ -0.1 | 23 | 1 | -2 | 4.1 | 1 | -4 | x
- C[C@H](CO)N1C[C@H](C)[C@H](CN(C)Cc2ccccn2)Oc2ncc(C#CCC3CCCC3)cc2C1=O
→ 0.2 | 6 | -8 | 4 | 1.1 | 16 | -5 | -5
- O=C1OCC(O)=C1Cc1ccccc1
→ 0.1 | 16 | 3 | 0 | -3.0 | -12 | x | x
